Assay outcomes: PubChem BioAssay, The Scripps Research Institute Molecular Screening Center
ADAM17 inh: ADAM17 inhibition, QFRET primary screen; actives 0.83% (n = 370,000); P78536; recombinant ADAM17, EDANS/DABCYL FRET peptide cleavage; AID 720648; inhibition, % at 6.95 µM;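 active = inhibition above the mean of compounds lying between control limits plus 3 SD, set per campaign, cut at about 8.5% in these data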;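 also: 0% = DMSO-only wells as the low control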
Target sequence (P78536 215-824 limits assumed): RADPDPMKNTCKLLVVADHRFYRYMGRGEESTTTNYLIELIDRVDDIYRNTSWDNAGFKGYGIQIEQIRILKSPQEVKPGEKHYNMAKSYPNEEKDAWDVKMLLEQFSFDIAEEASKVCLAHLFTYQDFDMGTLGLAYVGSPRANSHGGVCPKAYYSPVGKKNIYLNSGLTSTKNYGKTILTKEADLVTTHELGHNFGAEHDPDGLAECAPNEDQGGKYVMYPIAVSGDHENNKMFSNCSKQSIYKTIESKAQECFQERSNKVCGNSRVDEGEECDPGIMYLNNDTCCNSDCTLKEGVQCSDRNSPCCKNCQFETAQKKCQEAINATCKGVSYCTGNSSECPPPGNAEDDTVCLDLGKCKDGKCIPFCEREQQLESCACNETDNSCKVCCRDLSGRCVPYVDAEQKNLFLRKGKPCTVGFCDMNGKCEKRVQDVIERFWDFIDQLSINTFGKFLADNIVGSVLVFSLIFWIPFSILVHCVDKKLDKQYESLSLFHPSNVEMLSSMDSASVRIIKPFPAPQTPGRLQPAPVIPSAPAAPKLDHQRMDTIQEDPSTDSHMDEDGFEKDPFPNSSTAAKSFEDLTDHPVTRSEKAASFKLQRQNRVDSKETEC
Tn7 DDE FP: disrupts Tn7 cyclic peptide binding to fibrin D-Dimer-E complex; P02675; FP displacement of FITC-Tn7 peptide from fibrin DD(E); 0% = median of compound wells per plate; inhibition, % at 8.3 µM; actives 0.13% (n = 370,000); AID 720508;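 active = inhibition above the mean of compounds falling within the control limits plus 3 SD of them, cut at about 14% in these data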;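 also: 0% = plate median of compound wells and 100% = 10 µM Aha-Tn7 peptide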
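system = human fibrin DD(E) protein | quantity = DD(E) 2 µM final | medium = Tris/NaCl/CaCl2 buffer, pH 7.8 | also added = labelled Tn7 tracer, 0.1 µM | compound dosing = single point at 8.3 µM | timing = compound with protein 10 min, then 3 h after probe, room temperature | signal = FP measurement | benchmarks = Aha-Tn7 high control | repeats = one replicate per compound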
ASAP1 GAP inh: blocks human ASAP1-stimulated Arf1 GTP hydrolysis; GDP FP detection; inhibition, % at 16.5 µM; actives 0.19% (n = 360,000); AID 624377; in the data active = inhibition above about 25%;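 also: 0% = vehicle with enzyme and substrate and 100% = no enzyme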
Target sequence (Q9ULH1 325-724 limits assumed): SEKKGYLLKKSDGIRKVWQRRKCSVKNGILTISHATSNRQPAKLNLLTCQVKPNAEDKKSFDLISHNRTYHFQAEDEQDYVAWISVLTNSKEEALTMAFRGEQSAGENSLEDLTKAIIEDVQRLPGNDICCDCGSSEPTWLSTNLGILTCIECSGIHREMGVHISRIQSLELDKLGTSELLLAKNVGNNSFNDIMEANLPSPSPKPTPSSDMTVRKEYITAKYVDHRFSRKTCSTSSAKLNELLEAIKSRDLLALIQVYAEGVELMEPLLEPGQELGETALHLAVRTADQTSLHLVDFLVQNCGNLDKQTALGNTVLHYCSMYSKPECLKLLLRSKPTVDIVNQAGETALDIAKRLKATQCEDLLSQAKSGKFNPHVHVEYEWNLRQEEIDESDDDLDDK
proKLK7 act: activates the human kallikrein-7 zymogen | P49862 | actives 0.9% (n = 370,000) | purified proKLK7, EDANS-DABCYL substrate fluorescence; 100% is mature enzyme control, 0% vehicle | activation, % at 7 µM;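 active = activation above the mean of all tested compounds plus 3 SD, computed per campaign excluding outliers beyond control limits, cut at about 13% in these data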
Tn6 DDE FP: DD(E)-Tn6 binding inhibition, primary FP screen. actives 0.21% (n = 370,000). inhibition, % at 8.3 µM. Fibrin DD(E) TRITC-Tn6 fluorescence polarization displacement. P02675;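 active = inhibition above a per-campaign cutoff: mean of compounds within control limits plus 3 SD, cut at about 15% in these data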;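 also: 0% = median of all compound wells on the plate and 100% = blocking peptide control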
ARFGAP1 inh: inhibits rat ARF GTPase activating protein 1 | Q62848 | Arfgap1-stimulated ARF1 GTP hydrolysis, GDP FP detection | inhibition, % at 16.5 µM | actives 0.26% (n = 360,000);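 active = inhibition above a per-plate limit, mean inhibition of low control wells plus 3 SD, cut at about 25% in these data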;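 also: 0% = DMSO wells with enzyme and 100% = wells lacking Arfgap1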
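Repeats: one replicate per compound; assay system: rat Arfgap1 catalytic domain, aa 1-136; times: enzyme reaction 120 min at 25 °C after 20 min preincubation; detection: FP of antibody-bound GDP Alexa 633 tracer, ex 620/em 688 nm; benchmarks: high control wells lacking Arfgap1, low control full reaction with DMSO; reagent: human ARF1(Δ1-17)-GTP substrate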
ADAM10 inh: inhibits human ADAM10 | O14672 | recombinant ADAM10, EDANS/DABCYL FRET peptide cleavage, 3 h | inhibition, % at 7 µM | actives 0.62% (n = 370,000);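 active = inhibition above a per-campaign cutoff equal to the mean of compounds falling between control-based bounds plus 3 SD, cut at about 20% in these data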;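 also: 0% = DMSO wells while the 100% control is not disclosed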
TDP2 inh: blocks human TDP2 phosphodiesterase activity | O95551 | recombinant TDP2, T5PNP hydrolysis, p-nitrophenol absorbance 415 nm | inhibition, % at 12.8 µM | actives 0.34% (n = 370,000) | AID 720702;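 active = inhibition above the mean of all tested compounds plus 3 SD, set per campaign, cut at about 25% in these data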;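 also: 0% = DMSO with enzyme and 100% = buffer with substrate but no TDP2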
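Incubation: 2 h at 37 °C; Test system: recombinant human TDP2; Quantity: enzyme 120 nM; Read-out basis: percent inhibition; Medium: 50 mM Tris-HCl pH 7.5 with Mg2+, KCl, DTT, BSA; Repeats: single replicate; Compound: 12.8 µM single point, 1% DMSO; Signal: epi absorbance; Reagent: 5 mM T5PNP chromogenic substrate; Benchmarks: no-enzyme high, DMSO-plus-enzyme low.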
LEDGF integ inh: blocks HIV-1 LEDGF/p75-dependent DNA integration | TR-FRET IN-LEDGF/p75 DNA integration, Eu/Cy5 | inhibition, % at 3.7 µM | actives 0.64% (n = 370,000) | AID 743269;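 active = inhibition above the screen-wide mean plus 3 SD, cut at about 13% in these data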;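 also: signal is the Cy5 over europium emission ratio at 671 and 618 nm; 0% = plate median of compound wells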
PLC-gamma1 inh: blocks human PLC-gamma1 enzyme activity. inhibition, % at 12.2 µM. purified PLC-gamma1, fluorogenic substrate, fluorescence. actives 0.84% (n = 370,000); in the data active = inhibition above about 9.5%
Numbers without * were called inactive; · = not tested or not shown. Not a hit list, and some 4.2% of all compounds hit somewhere here.

SMILES	ADAM17 inh	Tn7 DDE FP	ASAP1 GAP inh	proKLK7 act	Tn6 DDE FP	ARFGAP1 inh	ADAM10 inh	TDP2 inh	LEDGF integ inh	PLC-gamma1 inh
Cc1ncc([N+](=O)[O-])n1CC(=O)NC1CCCCC1	0	-2	7	0.1	5	0	-9	-6	-5	1
Cc1ccc(-c2nn(-c3ccccc3)cc2CSC(=N)N)cc1	-5	3	-4	0.0	3	-9	-1	3	2	9
COc1ccc(-c2nc(CN3CCN(Cc4cccc(Cl)c4)CC3)c(C)o2)cc1	-2	3	-8	-0.5	-5	11	1	8	0	-5
COc1ccccc1-c1noc(-c2cccnc2)n1	-1	6	-7	-0.8	3	-2	3	18	-2	1
Cc1cc(N2CCOCC2)cc(C)[n+]1[O-]	-5	5	-7	-0.1	-1	-10	-13	4	6	-1
CC(C)n1c(SCC(=O)NC2CC2)nnc1-c1ccco1	-3	2	0	-0.7	9	-5	-5	-6	-3	-3
CN(CC(=O)NCCc1ccccn1)S(=O)(=O)c1ccc(Cl)cc1	-1	-8	-4	0.3	-5	11	3	14	2	0
COC(=O)[C@@]12C[C@@H](CC(=O)NCCCCc3ccccc3)C(=O)N(CCc3ccc(OC)c(OC)c3)C1=CCC(C)(C)C2	4	-2	3	0.2	-2	-12	20*	3	-1	2
COc1ccc(Cl)cc1NC(=O)CN(C)C(=O)CN1C(=O)NC2(CCCC2)C1=O	-2	-2	-3	-0.7	4	2	-15	-3	-5	3
O=C(NC(Cc1c[nH]c2ccccc12)C(=O)Nc1ccc(OC(F)(F)F)cc1)c1cccs1 (centres undefined)	12*	0	6	0.5	-8	-1	25*	9	0	-2
Cc1cc(CN(C)C(=O)c2ccc(OC3CCN(CCc4ccccc4)CC3)cc2)on1	1	-10	0	-0.5	6	-2	-1	-10	2	1
COc1ccc(NS(=O)(=O)c2ccc(O)c(C(=O)OCC(=O)N3CCCCC3)c2)cc1	-9	3	-8	0.0	9	5	-7	1	0	-2
COc1ccccc1CNC(=O)C1(NC(=O)Nc2ccc(C)cc2)CCCCC1	1	-2	-5	-0.1	-7	1	-7	6	-2	-2
COc1ccccc1NC(=O)N(C)C[C@H]1OCc2cnnn2CCCC(=O)N([C@@H](C)CO)C[C@H]1C	-6	0	3	-0.7	-3	12	-16	6	-3	2
CC1Cc2cc(-c3csc(N)n3)ccc2O1 (centres undefined)	-5	4	13	-0.3	4	2	-6	3	-4	-3
O=C(O)CSc1nnc(COc2ccc(Br)cc2)n1-c1ccccc1	-1	2	-4	-0.1	-5	-1	-3	17	-3	-2
COc1ccc(Cl)c(Cn2c(NCc3ccco3)nc3c2c(=O)n(C)c(=O)n3C)c1	-1	-4	15	0.2	5	-1	7	-5	1	1
O=C(Nc1nccs1)c1ccc2ccccc2n1	2	-7	0	0.0	6	10	-5	-2	3	0
CN(Cc1c(F)cccc1Cl)C(=O)CNC(=O)c1sc2ccccc2c1Cl	-1	-9	-6	0.2	-8	4	3	-5	4	1
Cc1cccc(C)c1NC(=O)NS(=O)(=O)c1ccccc1	0	-1	-5	-1.4	-3	1	1	-1	1	4
O=C(Nc1ccc2nc[nH]c2c1)c1ccco1	-2	-4	-14	-0.1	-11	2	-2	-7	0	2
COc1ccccc1-c1nn2c(C3COc4ccccc4O3)nnc2s1 (centres undefined)	-2	-8	1	-0.4	2	11	-5	2	1	-8
CCOC(=O)c1oc2ccccc2c1CN1CCCCC1	0	2	-7	-0.2	0	-4	11	2	7	2
CCn1c(SCc2ccccc2)nnc1C1CCN(S(=O)(=O)c2ccc(OC)cc2)CC1	-3	2	-8	1.0	-1	0	-10	-7	1	1
CC(C)Cc1nnc(NC(=O)c2cc([N+](=O)[O-])ccc2N2CCOCC2)s1	8	-4	2	0.2	-9	-4	7	-18	9	8

A second format for part of the listing above.
molecule,ADAM17 inh,Tn7 DDE FP,ASAP1 GAP inh,proKLK7 act,Tn6 DDE FP,ARFGAP1 inh,ADAM10 inh,TDP2 inh,LEDGF integ inh,PLC-gamma1 inh
Cc1ccc(-c2nn(-c3ccccc3)cc2CSC(=N)N)cc1,-5,3,-4,0.0,3,-9,-1,3,2,9
COc1ccc(-c2nc(CN3CCN(Cc4cccc(Cl)c4)CC3)c(C)o2)cc1,-2,3,-8,-0.5,-5,11,1,8,0,-5
COc1ccccc1-c1noc(-c2cccnc2)n1,-1,6,-7,-0.8,3,-2,3,18,-2,1
Cc1cc(N2CCOCC2)cc(C)[n+]1[O-],-5,5,-7,-0.1,-1,-10,-13,4,6,-1
CC(C)n1c(SCC(=O)NC2CC2)nnc1-c1ccco1,-3,2,0,-0.7,9,-5,-5,-6,-3,-3
CN(CC(=O)NCCc1ccccn1)S(=O)(=O)c1ccc(Cl)cc1,-1,-8,-4,0.3,-5,11,3,14,2,0

(next part)
SMILES	ADAM17 inh	Tn7 DDE FP	ASAP1 GAP inh	proKLK7 act	Tn6 DDE FP	ARFGAP1 inh	ADAM10 inh	TDP2 inh	LEDGF integ inh	PLC-gamma1 inh
CC(C)Oc1ccc(S(=O)(=O)N2CCOCC2)cc1NC(=O)c1nn(C)c(=O)c2ccccc12	-4	4	0	0.2	3	11	-2	-9	8	7
O=C(O)c1ccc(N/N=C/c2ccc(-c3ccc(Br)cc3)o2)cc1	-6	-7	-15	-0.3	4	-3	-17	-16	12	-208
NNC(=O)COc1cccc2cccnc12	1	5	-6	-0.1	1	-20	7	-2	-1	-1
CCOC(=O)CCn1nc(-c2ccc(Cl)cc2)cc1N	6	2	9	-0.6	-4	-14	12	-17	0	8
CCCCn1c(N)c(N(CC(C)C)C(=O)CCN2C(=O)C3CC=CCC3C2=O)c(=O)[nH]c1=O (centres undefined)	4	-3	7	-0.7	0	5	-7	2	0	4
CCOC(=O)c1ccc2nc(NC(NC(C)=O)(C(=O)OC)C(F)(F)F)sc2c1 (centres undefined)	-4	0	1	-1.3	0	-4	0	-6	0	0
Nc1ccccc1C(=O)NCCCN1CCN(c2cccc(Cl)c2)CC1	-55	-5	2	3.0	-1	-13	-182	15	2	-36
Cc1nc(C)c(C(=O)Nc2cccc(F)c2)s1	2	4	-11	0.7	3	3	0	8	-3	1
COc1ccc(OCc2cc(C(=O)NCCN3CCCc4ccccc43)no2)c(Cl)c1	6	3	-6	0.1	3	10	10	-10	-1	-8
O=S(=O)(c1cccc(C(F)(F)F)c1)N1CCCC1c1cccnc1 (centres undefined)	0	-4	-12	-0.1	3	3	-2	5	-2	0
COc1ccc(CCNC(=O)c2cccc(S(=O)(=O)N3CCOCC3)c2)cc1OC	-1	4	-1	-0.1	-1	-5	-12	-7	-8	0
CC(c1nnc(Sc2nnnn2-c2ccccc2)n1-c1ccc(F)cc1)N(C)C (centres undefined)	-2	-2	0	-0.3	6	-7	-4	16	0	-1
CCOCCCNCc1cc(Cl)cc(Cl)c1OCC	0	4	-2	0.4	2	-10	2	-4	4	0
COC(=O)c1cc(S(=O)(=O)NCC2CCN(Cc3ccc(F)cc3)CC2)c[nH]1	1	-1	12	-0.6	6	-3	8	-3	0	-2
COc1ccc(C(=O)/C=C/Nc2ccc(S(=O)(=O)Nc3nc(C)cc(C)n3)cc2)cc1OC	-5	2	2	0.6	1	-4	-34	-11	3	-95
COC(=O)[C@]12C[C@H](CC(=O)N3CCCC3)C(=O)N(Cc3cccc4ccccc34)C1=C[C@H](COCc1ccccc1)O[C@@H]2C	7	-5	·	0.0	7	·	9	-15	4	9.5*
N/C(=N\OC(=O)/C=C/c1ccc(Br)cc1)c1ccccn1	-1	-1	12	0.6	1	-4	2	18	1	1
COc1cccc(CNC(=O)CCCn2ncn3c(cc4occc43)c2=O)c1	0	-4	-14	0.1	1	-11	5	9	4	2
Cc1nc2ccccc2n1CC(=O)NCCN1CCCC1	-5	-2	15	0.2	7	10	-8	-3	-2	0
C=CC[C@@H](CC(=O)N[C@H](CO)Cc1ccccc1)C(=O)N[C@H](COC(=O)[C@@H](CC=C)Cc1ccc(F)cc1)Cc1ccccc1	3	4	2	0.3	5	-2	9	3	-1	1
C/C(=N\Nc1nc2ccccc2nc1C)c1ccccc1O	-1	-3	-5	0.0	-1	4	5	-6	-2	0
C=CCC[C@H](Cc1ccc(F)cc1)C(=O)OC[C@@H](NC(=O)[C@@H](CC=C)CC(=O)N[C@H](CO)Cc1ccccc1)C(C)(C)C	5	-6	-6	0.0	-10	-6	8	-10	0	2
O=C(O)c1nc(NCCc2ccccc2)ncc1Cl	-17	-3	3	0.9	1	-4	-45	-11	1	-33
COc1ccc(CCN(Cc2cccs2)S(=O)(=O)c2ccc(S(=O)(=O)N3CCC(C)CC3)cc2)cc1OC	0	9	-14	-0.1	2	0	-2	13	1	0
COc1ccc(CCNc2oc(COc3ccccc3Cl)nc2C#N)cc1OC	3	-2	6	-0.7	-1	9	1	2	2	3
COCCN(C(=O)CC1C(=O)NCCN1Cc1ccc(-c2ccccc2)cc1)C(C)C (centres undefined)	-3	-1	2	0.3	6	-11	-15	-8	-1	-6

Rewritten as comma-separated lines: entries from further up
Compound,ADAM17 inh,Tn7 DDE FP,ASAP1 GAP inh,proKLK7 act,Tn6 DDE FP,ARFGAP1 inh,ADAM10 inh,TDP2 inh,LEDGF integ inh,PLC-gamma1 inh
NNC(=O)COc1cccc2cccnc12,1,5,-6,-0.1,1,-20,7,-2,-1,-1
CCOC(=O)CCn1nc(-c2ccc(Cl)cc2)cc1N,6,2,9,-0.6,-4,-14,12,-17,0,8
CCCCn1c(N)c(N(CC(C)C)C(=O)CCN2C(=O)C3CC=CCC3C2=O)c(=O)[nH]c1=O (centres undefined),4,-3,7,-0.7,0,5,-7,2,0,4
